# Pf Dd2 growth = inhibitors of Plasmodium falciparum Dd2 growth; P. falciparum Dd2 growth, SYBR Green, 72 h; active compounds read low; activity change, % at 10 µM; hit rate 2.3% among 94,000; AID 1159554; in the data active = activity change below about -80%; inconclusive = no clear call, values can overlap the other calls
# GASC1 inh = blocks human GASC-1 (KDM4C) demethylase activity; Q9H3R0; GST-KDM4C 2-372, H3K9me3 peptide, LANCE TR-FRET; inhibition, % at 12.5 µM; hit rate 0.15% among 96,000;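 active = mean replicate inhibition above about 25%, with at least 55% of replicates also reaching it, limit read from the data, passing the limit was not always enough; inconclusive = only one of those two conditions met; inactive = neither condition met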
# Target sequence (Q9H3R0 2-372 limits assumed): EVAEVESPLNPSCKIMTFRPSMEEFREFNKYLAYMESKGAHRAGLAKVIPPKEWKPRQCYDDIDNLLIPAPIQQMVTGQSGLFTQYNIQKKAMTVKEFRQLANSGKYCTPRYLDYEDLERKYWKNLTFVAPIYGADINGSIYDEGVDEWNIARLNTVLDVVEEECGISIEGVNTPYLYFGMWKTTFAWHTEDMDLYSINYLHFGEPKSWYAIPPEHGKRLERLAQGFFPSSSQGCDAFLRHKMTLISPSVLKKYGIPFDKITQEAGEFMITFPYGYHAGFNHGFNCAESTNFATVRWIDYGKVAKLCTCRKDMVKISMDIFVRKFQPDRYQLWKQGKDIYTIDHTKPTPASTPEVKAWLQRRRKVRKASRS
#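 Assay system: GST-GASC-1 enzyme fragment 2-372 | Amount: 10 nM enzyme | Medium: HEPES buffer, pH 7.5, plus ascorbate | Reagent: H3K9me3 peptide substrate, Fe(II), 2-oxoglutarate | Doses: Single-point compound screen | Incubation: 30 min demethylation and 1 h detection at room temperature | Measured by: LANCE TR-FRET, excitation 340 nm, emissions 618 and 671 nm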
# C diff growth = blocks growth of Clostridium difficile. Clostridium difficile clinical isolate growth, OD600, 24 h; active compounds read low. growth activity, negative = inhibition, % at 16 µg/mL (by protocol). hit rate 0.25% among 86,000;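 active = mean growth activity at or below -80% and every replicate also at or below -80%; inconclusive = mean at or below -80% but some replicate above -80%; inactive = mean growth activity above -80%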;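 note: 0% = DMSO wells and -100% = levofloxacin 16 µg/mL wells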
# T cruzi growth = T. cruzi proliferation inhibition; hit rate 5.9% among 77,000; inhibition, % at 8.34 µM; AID 624255; T. cruzi beta-gal in NIH3T3, GalScreen luminescence, 90 h;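 active = mean inhibition above about 93%, with at least 55% of replicates each passing it, limit read from the data, passing the limit was not always enough; inconclusive = only one of those two conditions holds; inactive = neither condition holds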
# The depositor's hits bear a star; ? = inconclusive; . = no result given; & = joins results of further samples.
SMILES,Pf Dd2 growth,GASC1 inh,C diff growth,T cruzi growth
C[C@@H]1CCCCO[C@H](CN(C)C(=O)c2ccncc2)[C@H](C)CN([C@H](C)CO)C(=O)c2cc(NS(=O)(=O)c3cccs3)ccc2O1,-25.4,0.3,.,.
Cc1cccc(S(=O)(=O)N2C[C@H](O)COC[C@H]3O[C@H](CC(=O)Nc4ccccc4)CC[C@@H]32)c1,-7.5,-1.0,2.9,39.8
CC(C)NC(=O)N(C)C[C@@H]1OCCCC[C@@H](C)Oc2ccc(NC(=O)CCCN(C)C)cc2C(=O)N([C@H](C)CO)C[C@@H]1C,49.3,.,-6.7,-24.1
CCCC#Cc1ccc2c(c1)O[C@@H](CN(C)C(=O)NCCC)[C@@H](C)CN([C@H](C)CO)S2(=O)=O,-40.4,0.1,-3.1,40.2
C[C@@H]1CCCCO[C@@H](CN(C)C(=O)Nc2ccc(C(F)(F)F)cc2)[C@@H](C)CN([C@H](C)CO)C(=O)c2cc(NS(=O)(=O)c3cccs3)ccc2O1,-51.0,0.1,0.5,.
C[C@H](CO)N1C[C@H](C)[C@@H](CN(C)C(=O)Nc2ccc(C(F)(F)F)cc2)Oc2c(NS(=O)(=O)c3cn(C)cn3)cccc2C1=O,-29.8,2.8,13.3,-86.9
CN1CCN(C(=O)C[C@@H]2CC[C@H]3[C@@H](COC[C@@H](O)CN3CC3CC3)O2)CC1,3.0,1.0,-10.0,-20.5
CNC[C@@H]1Oc2ccc(NC(=O)Nc3ccc(C(F)(F)F)cc3)cc2C(=O)N([C@@H](C)CO)C[C@H]1C,-6.0,-1.3,9.6,43.9
Cc1ccccc1S(=O)(=O)N[C@@H]1CC[C@H](CCn2cc(-c3ccccc3)nn2)O[C@H]1CO,-31.8,0.2,-7.0,14.0
O=C(C[C@H]1C[C@H]2c3cc(NC(=O)CC4CC4)ccc3O[C@H]2[C@@H](CO)O1)NCCc1ccccc1,-12.8,0.2,-30.5,18.9
COc1ccc(S(=O)(=O)N(C)C[C@H]2Oc3c(NC(=O)c4ccc(-c5nccs5)cc4)cccc3C(=O)N([C@H](C)CO)C[C@H]2C)cc1,-23.3,-0.7,-11.7,0.0
Cc1noc(C)c1NC(=O)Nc1ccc2c(c1)CC(=O)N([C@@H](C)CO)C[C@H](C)[C@H](CN(C)CC1CCCCC1)O2,28.6,-1.2,-4.2,-3.7
CCC(=O)N(C)C[C@H]1Oc2ncc(-c3ccccc3F)cc2C(=O)N([C@@H](C)CO)C[C@H]1C,33.7,-0.1,2.5,25.5
C[C@@H]1CCCCO[C@@H](CN(C)C(=O)Nc2ccc(F)cc2)[C@@H](C)CN([C@H](C)CO)C(=O)c2cc(NS(=O)(=O)c3ccc(Cl)cc3)ccc2O1,-13.0,-0.7,.,.
Cc1ccc(S(=O)(=O)Nc2ccc3c(c2)C(=O)N([C@H](C)CO)C[C@H](C)[C@@H](CN(C)C(=O)Nc2ccc(F)cc2)O3)cc1,-4.5,2.0,-0.5,-12.9
C[C@@H]1CN([C@@H](C)CO)C(=O)Cc2cc(N(C)C)ccc2O[C@H]1CN(C)Cc1ccncc1,3.0,2.8,-2.0,24.8
O=S(=O)(Cc1ccccc1)N1CCCCN2[C@H](CO)[C@@H](c3ccc(-c4cncnc4)cc3)[C@H]2C1,-6.4,0.3,3.9,91.0
C[C@@H]1CN([C@@H](C)CO)C(=O)c2cccc(NC(=O)c3ccncc3)c2O[C@H]1CN(C)C(=O)Nc1ccc(C(F)(F)F)cc1,-5.8,-0.8,1.9,7.4
CC(C)NC(=O)N(C)C[C@@H]1Oc2c(NC(=O)Nc3ccc(C(F)(F)F)cc3)cccc2C(=O)N([C@H](C)CO)C[C@H]1C,-0.1,-1.0,3.5,52.0
C[C@H]1CN([C@@H](C)CO)C(=O)c2cc(NC(=O)C3CCCCC3)ccc2O[C@H]1CN(C)Cc1ccncc1,29.1,-0.3,-0.7,49.0
C[C@@H]1CN([C@@H](C)CO)C(=O)c2cc(-c3cccc(C(=O)N(C)C)c3)cnc2O[C@H]1CN(C)S(=O)(=O)c1ccc(F)cc1,-20.0,-0.8,8.4,23.0
C[C@@H]1CCCCO[C@H](CN(C)Cc2ccncc2)[C@H](C)CN([C@@H](C)CO)C(=O)c2cc(NC(=O)Nc3ccccc3)ccc2O1,-49.7,-0.3,-8.7,21.7
Cc1noc(C)c1NC(=O)N(C)C[C@H]1Oc2ccc(NC(=O)Nc3ccccc3)cc2CC(=O)N([C@H](C)CO)C[C@@H]1C,17.5,0.6,-0.6,-3.8
C[C@@H]1CN([C@H](C)CO)C(=O)c2cc(C#CC3CCCCC3)cnc2O[C@H]1CN(C)S(=O)(=O)c1ccc(F)cc1,-41.2,1.6,1.7,86.1
C[C@H]1CN([C@@H](C)CO)C(=O)Cc2cc(NC(=O)Nc3cccc4ccccc34)ccc2O[C@H]1CN(C)Cc1ccc(Oc2ccccc2)cc1,-6.9,-2.2,0.6,60.3
SMILES,Pf Dd2 growth,GASC1 inh,C diff growth,T cruzi growth
C[C@@H]1CN([C@H](C)CO)S(=O)(=O)c2ccc(-c3cncnc3)cc2O[C@H]1CN(C)CC1CC1,-46.5,-1.2,.,80.3
COc1ccc(S(=O)(=O)N(C)C[C@@H]2Oc3c(NC(=O)Nc4c(C)noc4C)cccc3C(=O)N([C@H](C)CO)C[C@H]2C)cc1,-18.5,0.5,.,68.2
CCC(=O)Nc1ccc2c(c1)OC[C@H](C)N(C(=O)c1ccncc1)C[C@@H](C)[C@@H](OC)CN(C)C2=O,.,-1.0,2.2,5.8
Cc1ccc(S(=O)(=O)Nc2cccc3c2O[C@@H](CN(C)Cc2ccc(C(F)(F)F)cc2)[C@@H](C)CN([C@H](C)CO)C3=O)cc1,-12.8,-1.2,31.5,102.3*
COc1ccccc1-c1cccc(-c2nc(C(=O)N3CCN(C)CC3)cc3c2[C@H](CCO)N([S@@](=O)C(C)(C)C)C3)c1,-26.2,0.2,.,21.1
COc1ccc(NC(=O)Nc2ccc3c(c2)C(=O)N([C@@H](C)CO)C[C@H](C)[C@H](CN(C)C(=O)NC2CCCCC2)OCCCC[C@H](C)O3)cc1,-60.8,-2.4,-12.1,?
Cc1noc(C)c1S(=O)(=O)Nc1ccc2c(c1)C(=O)N([C@H](C)CO)C[C@H](C)[C@@H](CN(C)S(=O)(=O)c1ccccc1)OCCCC[C@H](C)O2,-14.8,-0.7,-12.8,-67.7
Cc1ccc(S(=O)(=O)N2CC[C@H]3[C@@H](CO)N(C)c4ccc(-c5cccc(C#N)c5)cc4[C@H]32)cc1,4.8,-0.7,-3.3,79.5
O=S(=O)(Cc1ccccc1)N1CCCCN2[C@H](CO)[C@H](c3ccc(-c4ccccc4)cc3)[C@H]2C1,-42.2,-0.7,20.7,106.4*
O=C(NCC[C@H]1CC[C@@H](NC(=O)c2cccnc2)[C@H](CO)O1)Nc1ccc(C(F)(F)F)cc1,-37.2,0.1,.,34.7
O=C(N[C@H]1CC[C@@H](CCn2cc(-c3ccccn3)nn2)O[C@H]1CO)c1ccncc1,-4.2,1.1,1.2,17.9
CCNC(=O)[C@@H]1[C@@H](CO)[C@@H]2Cn3c(ccc(-c4ccncc4)c3=O)[C@@H]2N1Cc1cc(F)ccc1F,-32.1,0.5,3.5,80.1
Cc1noc(C)c1NC(=O)N(C)C[C@@H]1OCCCC[C@@H](C)Oc2ccc(NS(=O)(=O)c3ccccc3)cc2C(=O)N([C@@H](C)CO)C[C@H]1C,15.3,-0.7,-1.9,-16.5
CO[C@H]1CN(C)C(=O)c2ccc(NS(=O)(=O)c3ccc(Cl)cc3)cc2OC[C@@H](C)NC[C@H]1C,21.7,79.9*,0.9,88.7
C[C@@H]1CN([C@@H](C)CO)C(=O)Cc2cc(NC(=O)Nc3ccc4c(c3)OCO4)ccc2O[C@@H]1CN(C)Cc1ccccc1,-27.0,1.5,-6.6,11.9
CCCN1C[C@H](C)[C@H](OC)CN(C)C(=O)c2cc(NC(=O)CC)ccc2OC[C@H]1C,.,-1.7,.,-20.8
C[C@@H]1CN([C@H](C)CO)C(=O)c2cc(C3=CCCC3)cnc2O[C@@H]1CN(C)C(=O)Cc1ccncc1,-31.3,0.3,-2.4,95.8*
C[C@@H]1CN([C@H](C)CO)C(=O)Cc2cc(NS(=O)(=O)c3ccc(Cl)cc3)ccc2O[C@@H]1CN(C)Cc1ccc2c(c1)OCO2,19.6,1.4,10.4,99.1*
C[C@H](CO)N1C[C@H](C)[C@H](CN(C)S(=O)(=O)c2cccs2)Oc2ccc(NS(=O)(=O)c3cn(C)cn3)cc2C1=O,21.5,0.8,.,24.9
COc1ccc2c3c([nH]c2c1)[C@H](CO)N(S(C)(=O)=O)CC31CCN(C(=O)c2ccccc2)CC1,-14.3,-0.1,-4.3,.
C[C@@H]1CN([C@H](C)CO)C(=O)c2cc(NC(=O)Nc3cccc4ccccc34)ccc2O[C@@H]1CN(C)S(C)(=O)=O,21.3,-0.6,-2.8,.
O=C(C[C@@H]1CC[C@H](NC(=O)Nc2ccc3c(c2)OCO3)[C@H](CO)O1)NCc1ccc(Cl)cc1,13.6,3.9,1.6,-7.3
Cc1cc(C(=O)Nc2cccc3c2O[C@@H](CN(C)C(=O)Nc2ccc(F)cc2)[C@@H](C)CN([C@H](C)CO)C3=O)n(C)n1,-4.2,-1.3,3.3,53.9
CO[C@@H]1CN(C)C(=O)c2cc(NS(=O)(=O)c3ccc(Cl)cc3)ccc2OC[C@H](C)N(C(=O)NC(C)C)C[C@@H]1C,.,-0.6,.,33.5
CCCC#Cc1cnc2c(c1)C(=O)N([C@H](C)CO)C[C@@H](C)[C@@H](CN(C)C(=O)c1cnccn1)O2,15.3,-0.4,4.0,-68.5
SMILES,Pf Dd2 growth,GASC1 inh,C diff growth,T cruzi growth
O=C(C[C@@H]1CC[C@H]2[C@@H](COC[C@H](O)CN2Cc2ccc(F)cc2)O1)NCc1ccncn1,19.0,1.5,4.0&0.4,38.2
C[C@H](O)C#Cc1ccc([C@H]2[C@H]3CN(CC4CC4)CCCCN3[C@H]2CO)cc1,2.5,2.0,3.2,25.7
CC(C)CC#Cc1ccc([C@H]2[C@H](CO)N3C(=O)CN(C(=O)NC4CCCC4)C[C@@H]23)cc1,-0.5,-0.9,-20.9,.
N#C[C@@H]1[C@H](c2ccccc2C2=CCCC2)[C@@H](CO)N1C(=O)c1ccccn1,-17.6,.,2.8,.
O=C(C[C@H]1CC[C@@H](NC(=O)c2ccc3c(c2)OCO3)[C@H](CO)O1)NCc1ccc(F)cc1,-7.6,3.3,4.8,41.7
Cc1noc(C)c1S(=O)(=O)N(C)C[C@H]1OCc2cnnn2CCCC(=O)N([C@H](C)CO)C[C@@H]1C,-4.8,3.2,.,-31.6
C[C@@H]1CN([C@H](C)CO)C(=O)c2cccc(NC(=O)Nc3ccccc3)c2O[C@H]1CN(C)Cc1ccc(C(=O)O)cc1,0.8,3.3,-1.8,.
COc1cccc(NC(=O)Nc2ccc3c(c2)C(=O)N(C)C[C@@H](OC)[C@H](C)CN[C@@H](C)CO3)c1,-86.6*,-2.4,.,26.0
C[C@H](CO)N1C[C@H](C)[C@H](CN(C)C)Oc2c(NS(C)(=O)=O)cccc2C1=O,3.0,0.4,-1.3,27.4
C[C@H](CO)N1C[C@H](C)[C@H](CN(C)C(=O)Nc2ccc(F)cc2)OCCCC[C@H](C)Oc2ccc(N(C)C)cc2C1=O,-36.6,3.4,0.2,31.7
CCC(=O)N1[C@@H]2Cn3c(ccc(/C=C/c4ccccc4)c3=O)[C@H]1[C@@H](C(=O)N1CCOCC1)[C@@H]2CO,9.0,-0.3,4.3,-0.7
C[C@H](NC(=O)C[C@@H]1CC[C@@H]2[C@H](COC[C@H](O)CN2C(=O)Nc2ccccc2)O1)c1ccccc1,0.2,-2.5,.,-6.8
C[C@H]1CN([C@@H](C)CO)C(=O)c2cc(-c3ccc(F)cc3)cnc2O[C@@H]1CN(C)C(=O)c1ccccc1F,-33.8,-1.3,-1.9,-94.4
COc1ccc(-c2cccc(-c3nc(C(=O)O)cc4c3[C@@H](CCO)N([S@](=O)C(C)(C)C)C4)c2)cc1,16.6,11.2,4.4,.
COc1ccc(NC(=O)N(C)C[C@H]2Oc3ccc(NS(=O)(=O)c4ccccc4)cc3C(=O)N([C@H](C)CO)C[C@@H]2C)cc1,13.1,-0.8,3.0,6.2

# Entries of single compounds from above. Order of screens: Pf Dd2 growth | GASC1 inh | C diff growth | T cruzi growth
# C[C@H](O)C#Cc1ccc([C@H]2[C@H]3CN(CC4CC4)CCCCN3[C@H]2CO)cc1 across the screens: 2.5 | 2.0 | 3.2 | 25.7
# C[C@H]1CN([C@@H](C)CO)C(=O)c2cc(-c3ccc(F)cc3)cnc2O[C@@H]1CN(C)C(=O)c1ccccc1F across the screens: -33.8 | -1.3 | -1.9 | -94.4
# C[C@H](CO)N1C[C@H](C)[C@H](CN(C)C)Oc2c(NS(C)(=O)=O)cccc2C1=O across the screens: 3.0 | 0.4 | -1.3 | 27.4
# N#C[C@@H]1[C@H](c2ccccc2C2=CCCC2)[C@@H](CO)N1C(=O)c1ccccn1 across the screens: -17.6 | . | 2.8 | .
